Screens (PubChem BioAssay)
MLL CXXC-DNA inh = blocks binding of human MLL CXXC domain to DNA | MLL-CXXC / FITC-HOXA9 DNA fluorescence polarization | Potency, µM (doses to about 115 µM), for the others: at the highest dose activity change, negative = inhibition, most hits filed as inhibitors | 0.037% of 290,000 active | AID 2662; active = well fitted inhibition curve with a large enough effect in the polarisation, with a control signal flat, not every such curve was filed as active; inconclusive = small, poorly fitted or top-dose-only effect, or effect the other way, or a change in a side signal; inactive = no such curve, though single readings can be large or run the other way; the % refers to the polarisation; note: potency is the fitted concentration of half-maximal effect
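Purified MLL-CXXC (added from a 7 uM solution) was preincubated 5 min at ambient with pinned compounds in 50 mM Tris-HCl pH 7.5, 50 mM NaCl, 1 mM DTT, 0.05% BSA. Fluorescein-labeled HOX-A9 DNA (50 nM solution) followed, 30 min, then polarization read.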
ASM inhibitor = blocks human secretory acid sphingomyelinase; placental ASM, HMU-PC fluorogenic substrate, 60 min; 0.006% of 340,000 active; Potency, µM (highest dose often 57.5 µM), for the others: top-dose activity change, negative = inhibition, most hits filed as inhibitors; P17405; note: potency is the fitted concentration of half-maximal effect
Target sequence (P17405 47-631 limits assumed): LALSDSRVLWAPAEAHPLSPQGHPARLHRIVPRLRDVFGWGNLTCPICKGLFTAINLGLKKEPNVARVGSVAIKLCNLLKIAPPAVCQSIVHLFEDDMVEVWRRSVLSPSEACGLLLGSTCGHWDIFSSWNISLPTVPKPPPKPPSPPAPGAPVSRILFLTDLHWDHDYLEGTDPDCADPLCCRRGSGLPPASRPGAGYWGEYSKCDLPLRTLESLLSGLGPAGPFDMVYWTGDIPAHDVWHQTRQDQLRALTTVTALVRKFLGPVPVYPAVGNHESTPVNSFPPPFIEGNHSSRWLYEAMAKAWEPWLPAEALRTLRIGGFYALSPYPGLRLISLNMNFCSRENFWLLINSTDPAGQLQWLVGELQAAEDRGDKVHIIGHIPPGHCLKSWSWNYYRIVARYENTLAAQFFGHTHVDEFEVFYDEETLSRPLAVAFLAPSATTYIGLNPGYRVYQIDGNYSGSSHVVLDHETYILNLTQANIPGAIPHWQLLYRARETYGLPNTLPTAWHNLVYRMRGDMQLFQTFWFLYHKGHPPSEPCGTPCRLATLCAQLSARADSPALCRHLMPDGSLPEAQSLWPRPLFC
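Fluorescence read-out (Ex 386 nm, Em 447 nm) after stopping the reaction at pH 10. Enzyme: ASM from human placenta; substrate HMU-PC0, 9 uM final; 60 min, 37 °C. Compound preincubation 10 min, ambient temperature.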
A-T KAP1 phos = potential ataxia-telangiectasia treatments restoring KAP-1 phosphorylation; […] A-T fibroblasts, KAP-1 phosphorylation AlphaLISA; neocarzinostatin DNA damage 30 min before lysis; Potency, µM (titrated, usually from 57.5 µM), for inactives: at the top dose activation, usual class: activators; 0.19% of 320,000 active; AID 485349; note: potency is the fitted concentration of half-maximal effect; % of control where 0% means no effect; nearly all actives have a fitted effect of over 45% in size
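hTERT-immortalized A-T patient fibroblasts ([…]), 500 cells/well in OPTI-MEM, 1% FBS, got compounds for 60 min, then NCS for 30 min at 37C. Lysates were then assayed for phospho-KAP-1 by AlphaLISA (anti-pKAP1 donor, anti-KAP1 acceptor beads), 6 hr at 25C.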
Menin-MLL TR inh = inhibitors of human menin-MLL interaction, mutant MLL peptide; O00255; Menin + Texas Red MLL mutant peptide, fluorescence polarization; Potency, µM (top dose mostly 61.6 µM), without a hit: top-dose FP activity change, negative = inhibition, most hits filed as inhibitors; 0.23% of 270,000 active; active = well fitted inhibition curve with a large enough effect in the polarisation, with a control signal flat, not every such curve was filed as active; inconclusive = small, poorly fitted or top-dose-only effect, or effect the other way, or a change in a side signal; inactive = no such curve, though single readings can be large or run the other way; the % refers to the polarisation; note: potency is the fitted concentration of half-maximal effect; % of control where 0% means no effect; many of its hits are not listed in these tables
a7 integrin act = activates integrin-mediated alleviation for muscular dystrophy; Potency, µM (top dose mostly 38.3 µM), for the others: at the highest dose activation, most hits filed as activators; alpha7betagal myoblasts, beta-gal FDG fluorescence, 48 h; 0.064% of 350,000 active; AID 624291;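 note: potency is the fitted concentration of half-maximal effect; 100% = response of the positive control SU9516; nearly all actives have a fitted effect of over 60% in size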
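Alpha7betagal+/- myoblasts (passage 13) were plated 16-24 hr, then exposed to compounds (1:260 dilution of DMSO stock) for 48 hours at 37C. After MPER lysis, β-galactosidase reporter activity was read as FDG fluorescence (ex 480/em 540) after 30 minutes.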
TSHR antagonist = antagonists of human thyroid stimulating hormone receptor | 0.2% of 330,000 active | TSHR-expressing cells, TSH-stimulated cAMP HTRF, 2 h; stronger effect = lower value | activity change, negative = inhibition, % at 11.5 µM | P16473 | AID 504810;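 active = activity change below a set negative limit, meaning inhibition stronger than a set level, cut at about -70% in these data; inconclusive = activity change between two set negative limits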; note: % is set by controls: 0 for no effect and ±100 for the full control effect
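Freshly harvested TSHR cells receive pin-tooled compound, then EC80 TSH at 4nM final. After 2 hours at 37 deg C, antibody in lysis buffer and cAMP-d2 are added; 30 minutes at ambient temperature precede the HTRF read.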
MBNL1 CUG block = inhibitors of human MBNL1 binding to CUG repeat RNA; Q9NR56; TR-FRET MBNL1-His/biotin-(CUG)12 binding, 665/545 ratio; Potency, µM (doses to about 57.5 µM), for inactives: top-dose activity change, negative = inhibition, most hits filed as inhibitors; 0.036% of 280,000 active; AID 2675; active = well fitted inhibition curve with a large enough effect in the signal ratio, with a control signal flat, not every such curve was filed as active; inconclusive = small, poorly fitted or top-dose-only effect, or effect the other way, or a change in a side signal; inactive = no such curve, though single readings can be large or run the other way; the % refers to the signal ratio; note: potency is the fitted concentration of half-maximal effect; % is set by controls: 0 for no effect and ±100 for the full control effect
Target sequence (Q9NR56 whole entry, looked up): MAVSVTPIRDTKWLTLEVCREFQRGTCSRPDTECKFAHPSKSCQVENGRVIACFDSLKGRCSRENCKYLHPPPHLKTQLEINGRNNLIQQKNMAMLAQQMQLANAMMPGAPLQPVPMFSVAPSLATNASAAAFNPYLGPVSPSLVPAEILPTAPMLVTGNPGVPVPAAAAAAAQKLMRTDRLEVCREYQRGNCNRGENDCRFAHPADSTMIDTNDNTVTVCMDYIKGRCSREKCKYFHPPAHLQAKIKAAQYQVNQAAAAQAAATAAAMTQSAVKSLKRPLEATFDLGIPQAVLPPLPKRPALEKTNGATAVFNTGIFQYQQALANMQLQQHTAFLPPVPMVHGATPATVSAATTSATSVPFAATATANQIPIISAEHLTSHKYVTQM
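Compound titration spanned 92 nM–58 uM against the MBNL1-His/biotin-(CUG)12 complex. After 60 min at room temperature with 5 nM streptavidin-XL665 and 0.055 ng/ul terbium anti-His, ratiometric 665/545 nm emission (Ex 340 nm) normalized to controls.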
Mito fusion act = inhibitors of mitochondrial division or activators of mitochondrial fusion | S. cerevisiae fusion-defective mutant growth rescue, CellTiterGlo 48 h | AID 485298 | Potency, µM (titrated, usually from 46.1 µM), for inactives: at the top dose growth rescue (activation), hits mostly activators | 0.23% of 320,000 active;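 note: potency is the fitted concentration of half-maximal effect; % of control where 0% means no effect; nearly all actives have a fitted effect of over 45% in size; temperature-sensitive fusion mutants such as fzo1-1 at 37 °C on non-fermentable ethanol glycerol medium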
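Growth-rescue viability read-out: after 48 h at the non-permissive 37C in glycerol/ethanol YPEG, yeast mitochondrial fusion mutants are measured by CellTiterGlo luminescence; compounds (23 nl pinned per well) restoring growth score as division inhibitors or fusion activators.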
TSG101-PTAP inh = blocks PTAP/TSG101 interaction to inhibit HIV-1 budding. 340,000 tested, under 10 active. AID 493005. Q99816. Potency, µM (top dose mostly 115 µM), without a hit: at the highest dose activity change, negative = inhibition, actives largely listed as inhibitors. Fluorescence polarization, FITC-PTAP peptide / Tsg101 binding; active = well fitted inhibition curve with a large enough effect in the main read-out, with a control signal flat, not every such curve was filed as active; inconclusive = small, poorly fitted or top-dose-only effect, or effect the other way, or a change in a side signal; inactive = no such curve, though single readings can be large or run the other way; note: potency is the fitted concentration of half-maximal effect; % of control where 0% means no effect
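Tsg101 binding domain (10 uM final) was mixed with compound and a FITC-labeled PTAP peptide (50 nM final) in HEPES pH 7.5 buffer with NaCl, Tween 20, EDTA and TCEP; fluorescence polarization was read after 20 min at r.t.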
TCR activator = activators of T cell receptors; primary human leukocytes, anti-CD3, IL-2 HTRF, 48 h; Potency, µM (series often up to 9.22 µM), inactives show top-dose activation of IL-2 secretion, hits mostly activators; 330,000 tested, under 10 active; note: % of control where 0% means no effect
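TCR engagement came from a-CD3 beads alone, with compounds added to primary human leukocytes for 48 hr. Secreted IL-2 bridged europium cryptate- and d2-labelled anti-IL-2 antibodies, giving FRET emission at 665nm after 320nm excitation.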
The depositor's hits bear a star; u = inconclusive; x = no result given; [ ] = dose if it differs, or a comment. Unless noted, calls come from the whole dose curve; as a rule, active = well fitted curve in the direction sought with a large enough effect; inconclusive = small, poorly fitted or top-dose-only effect, or another doubt; inactive = no such curve, though single readings can be large; an effect the other way counts as inactive or inconclusive.

SMILES	MLL CXXC-DNA inh	ASM inhibitor	A-T KAP1 phos	Menin-MLL TR inh	a7 integrin act	TSHR antagonist	MBNL1 CUG block	Mito fusion act	TSG101-PTAP inh	TCR activator
Cc1cc(Cl)ccc1NC(=O)CCC(=O)N/N=C/c1cccnc1	9%	-3%	14%	x	6%	-1	5%	0%	-3%	-9%
COc1ccc(F)cc1S(=O)(=O)Nc1cccc(C(=O)O)c1	2%	3%	0%	-7%	-18%	0	-10%[11.5 µM]	-10%	0%	-4%[46.1 µM]
CCN1CCN(C(=O)c2ccccc2NS(=O)(=O)c2ccc(Cl)cc2)CC1	1%	3%	5%	-1%	-15%	1	-5%	-1%	2%	-5%
CCCCCCOc1ccc(OCC(O)CN2C(=O)NC(C)(C)C2=O)cc1 (stereo not drawn)	3%	-4%	1%	12%	13%	13	2%	4%	0%	-7%
CCOC(=O)N1CCC(NC(=O)C2CCN(S(=O)(=O)c3cnc[nH]3)CC2)CC1	0%	5%	2%	25%	16%	-9	-1%	-8%	0%	-1%
CCn1ncc([N+](=O)[O-])c1C(=O)N1CCc2ccccc2C1	5%	0%	0%	-9%	-20%	-7	16%	-3%	-1%	3%
CCOC(=O)n1cnc2nc(N)nc(SC)c21	x	2%	x	x	-3%	x	x	x	0%	-1%
CC(OC(=O)c1cc2c(s1)CCCCC2)C(=O)NC(N)=O (stereo not drawn)	3%	0%	-8%	3%	9%	7	18%	5%	1%	-11%[46.1 µM]
COc1ccc(C)cc1NC(=O)CN1c2cccc3cccc(c23)S1(=O)=O	x	27%	-2%	x	22%	10	x	u	2%	11%
CCn1nc(NC(=O)c2ccccn2)c2cc3cccc(C)c3nc21	-4%	127%[activator]	10%	2%	4%	-10	12%	-3%	-3%	-1%
Cc1ccc2cc3c(NC(=O)C(C)C)nn(C)c3nc2c1	-1%	148%[activator]	10%	-3%	-8%	-21	u	2%	0%	1%
O=[N+]([O-])c1ccccc1/C=N\N1CCN(Cc2ccccc2Cl)CC1	-8%	-8%	0%	7%	-19%	-3	11%	1%	1%	-4%
O=C(COC(=O)c1ccc[nH]c1=O)NCCCc1ccccc1	x	3%	-3%	x	-3%	-6	x	1%	-2%	-2%
CCC(=O)Nc1ccccc1Oc1ccccc1	2%	3%	4%	19%	-19%	-3	4%	1%	-5%	-5%
Cc1[nH]c2ccccc2c1/C=N/NC(=O)c1cccc(S(=O)(=O)Nc2ccccc2Cl)c1	11%	-18%	1%	u	9%	-3	12%	2%	2%	-3%[46.1 µM]
CC1CCCC(NC(=O)CN(C)CC(=O)Nc2cccc(F)c2)C1C (stereo not drawn)	x	1%	4%	x	31%	0	x	1%	1%	5%
Cc1ccc(S(=O)(=O)CCC(=O)OCC(=O)Nc2cc(F)ccc2C)cc1	x	-1%	0%	x	-19%	13	x	-1%	1%	-1%
CC(C)c1ccc(C(=O)NNC(=O)c2ccncc2)cc1	-1%	4%	-6%	2%	-9%	-1	3%	12%	-1%	-5%
CN(C)CCCOC(=O)c1ccccc1	-19%	2%	2%	-3%	7%	24	-6%	0%	-2%	x
Cc1ccc(C(O)c2nccn2C)o1 (stereo not drawn)	-14%	-1%	x	-8%	-28%	-5	u	-1%	-9%	8%

Overlap with the part before: 2 entries; new compounds follow.
SMILES	MLL CXXC-DNA inh	ASM inhibitor	A-T KAP1 phos	Menin-MLL TR inh	a7 integrin act	TSHR antagonist	MBNL1 CUG block	Mito fusion act	TSG101-PTAP inh	TCR activator
CN(C)CCCOC(=O)c1ccccc1	-19%	2%	2%	-3%	7%	24	-6%	0%	-2%	x
Cc1ccc(C(O)c2nccn2C)o1 (stereo not drawn)	-14%	-1%	x	-8%	-28%	-5	u	-1%	-9%	8%
COc1ccccc1CNC(=O)Cn1cccc1	-9%	0%	x	-4%	6%	x	-3%	2%	-10%	-2%
Cc1nc(SCC(=O)N2CCCCC2)c2c(C)c(C)sc2n1	-4%	2%	1%	-13%	-1%	-13	1%	9%	-7%	4%
Cc1ccc(N2C(=O)N(CC(=O)c3cc(C)ccc3C)C(=O)C2C)cc1 (stereo not drawn)	16%	-2%	6%	-10%	-9%	-9	-7%	17%	0%	-6%[46.1 µM]
O=C(COC(=O)/C=C/c1cccc(Br)c1)NCc1cccs1	x	-4%	13%	x	9%	x	x	x	-1%	x
CCC(C)[C@H](NC(=O)OC(C)(C)C)C(=O)NCC1CCC(C(=O)N[C@@H](Cc2ccccc2)C(=O)O)CC1 (stereo partly drawn)	0%	-1%	-3%	-20%	-4%	-1	0%	7%	0%	-4%
Cc1[nH]c2ccc(Cl)cc2c(=O)c1CN1CCCC1	-5%	0%	-3%	u	16%	-14	-7%	5%	-2%	5%
O=C(CCc1nc2sc3c(c2c(=O)[nH]1)CCCC3)NCCOc1ccccc1	x	5%	1%	x	5%	3	x	-6%	0%	-3%
COc1cccc(NC(=O)CN(C)C(=O)c2cc(-c3ccccc3)nc3ccccc23)c1	x	x	-6%	x	13%	-3	x	22%	-1%	0%
Cc1c(S(=O)(=O)Nc2ccc3c(c2)OCCO3)cnn1C	11%	-1%	0%	1%	5%	-6	1%	19%	0%	5%
O=C(Cc1c[nH]c2ccccc12)N/N=C/c1ccccc1O	3%	293%[activator]	0%	x	-15%	-3	x	-1%	0%	-1%
CC(=O)NC(CCS(C)(=O)=O)C(=O)Nc1cccc(Cl)c1Cl (stereo not drawn)	7%	-4%	-3%	1%	0%	-1	2%	-1%	-10%	1%
COc1ccc(NC(=O)c2ccc(N(C)S(C)(=O)=O)cc2)cc1OC	3%	-2%	2%	-1%	-17%	-5	5%	-1%	-8%	3%
CC(C)(C)n1nc2c(c1NC(=O)c1c(F)cccc1F)CS(=O)(=O)C2	-2%	4%	6%	x	7%	-6	-9%	9%	-3%	4%
O=c1[nH]c(CN2CCN(S(=O)(=O)c3cccs3)CC2)nc2c(Br)cc(Br)cc12	6%	-12%	-7%	3%	17%	4	3%	2%	-3%	3%
O=[N+]([O-])c1ccc(-n2nnnc2CN2CCCCC2)cc1	-2%	-1%	3%	10%	5%	-10	5%	-2%	-3%	-8%
COC(=O)CSc1n[nH]c(-c2ccncc2)n1	4%	3%	2%	8%	-13%	7	-7%	3%	-1%	-3%
Cc1cc(C)c(C)c(S(=O)(=O)Nc2ccc(C(N)=O)cc2)c1C	-4%	-1%	1%	-5%	-27%	-4	4%	5%	-3%	-9%
CCc1nc2ccccc2c(C(=O)OCC(=O)N(C)Cc2ccccc2)c1C	x	0%	0%	x	-9%	x	x	x	-4%	1%
Cc1cc(C(=O)OCC(=O)NC2CCS(=O)(=O)C2)c(C)n1-c1ccccc1 (stereo not drawn)	9%	-2%	-11%	-9%	-20%	-4	-7%	-4%	1%	-18%
NC(=O)c1ccsc1NC(=O)C1CC1	2%	0%	-16%	x	-2%	-8	-7%	u	-2%	2%
Cc1ccc(C)c(N(CC(=O)NCc2ccco2)C(=O)CCC(=O)Nc2ccccn2)c1	-5%	1%	-1%	0%	-31%	0	-9%	-2%	-2%	0%[46.1 µM]
O=[N+]([O-])c1cccc(/C=C/c2nc3ccc([N+](=O)[O-])cc3[nH]2)c1	1%	-13%	2%	42%[activator]	-50%[inhibitor]	-16	u	7%	-3%	5%

Exported with values under each structure: 4 of the compounds above
Value order – MLL CXXC-DNA inh, ASM inhibitor, A-T KAP1 phos, Menin-MLL TR inh, a7 integrin act, TSHR antagonist, MBNL1 CUG block, Mito fusion act, TSG101-PTAP inh, TCR activator
Cc1[nH]c2ccc(Cl)cc2c(=O)c1CN1CCCC1
 : -5%, 0%, -3%, u, 16%, -14, -7%, 5%, -2%, 5%
O=C(CCc1nc2sc3c(c2c(=O)[nH]1)CCCC3)NCCOc1ccccc1
 : x, 5%, 1%, x, 5%, 3, x, -6%, 0%, -3%
COc1cccc(NC(=O)CN(C)C(=O)c2cc(-c3ccccc3)nc3ccccc23)c1
 : x, x, -6%, x, 13%, -3, x, 22%, -1%, 0%
Cc1c(S(=O)(=O)Nc2ccc3c(c2)OCCO3)cnn1C
 : 11%, -1%, 0%, 1%, 5%, -6, 1%, 19%, 0%, 5%

This is a subset; count on the stated rates, not on these rows.
